High-throughput results: PubChem BioAssay, several laboratories
Vif imaging = HIV Vif inhibition; HEK293T cells, Vif self-association by quenched fluorescence, imaging, 24 h; inhibition, % at 7.49 µM; 340,000 tested, 0.35% active; in the data active = inhibition above about 50%, passing the limit was not always enough; note: some results filed as inactive read as strong as hits
Peg3 promoter = Peg3 promoter activity inhibition; 360,000 tested, 1.7% active; inhibition, % at 20 µM; AID 588405; HeLa PEG-Prom luciferase reporter, luminescence, overnight;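 active = inhibition of at least 50% at 20 µM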
HIF-2a block = inhibitors of HIF-2a | 786-0 RCC cells HIF-2a reporter, luciferase luminescence, overnight | inhibition, % at 18.8 µM | 360,000 tested, 0.72% active | AID 624352;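 active = inhibition of the luminescence signal of 40% or more relative to plate controls, in a single-dose primary screen at 18.75 µM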
PDI inh = blocks human protein disulfide isomerase activity. 350,000 tested, 0.052% active. PDI insulin aggregation turbidity, A650, 90 min. P07237. inhibition, % at 10 µM;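 active = mean inhibition across replicates of 30% or more, whatever share of single replicates reach that level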;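 note: absorbance from insulin aggregation driven by PDI reduction with DTT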
Target sequence (P07237 whole entry, looked up): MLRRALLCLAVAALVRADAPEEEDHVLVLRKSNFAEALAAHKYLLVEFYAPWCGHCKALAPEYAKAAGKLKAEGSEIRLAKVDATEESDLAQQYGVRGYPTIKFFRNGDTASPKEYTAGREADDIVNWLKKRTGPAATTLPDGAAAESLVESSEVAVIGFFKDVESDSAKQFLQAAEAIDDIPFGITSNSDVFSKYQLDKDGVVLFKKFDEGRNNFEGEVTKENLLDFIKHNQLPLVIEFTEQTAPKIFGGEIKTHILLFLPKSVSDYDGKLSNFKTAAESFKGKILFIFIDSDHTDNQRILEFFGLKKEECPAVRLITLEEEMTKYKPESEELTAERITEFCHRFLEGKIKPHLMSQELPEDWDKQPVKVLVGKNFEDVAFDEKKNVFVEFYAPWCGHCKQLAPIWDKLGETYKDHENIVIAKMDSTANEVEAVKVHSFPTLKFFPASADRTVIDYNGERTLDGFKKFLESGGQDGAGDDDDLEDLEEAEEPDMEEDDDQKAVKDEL
NR2E3 ag-1 = activates human NR2E3 receptor; CHO-S Gal4-NCOR/VP16-NR2E3 two-hybrid, luciferase; AID 602229; inhibition of corepressor binding, % at 3.98 µM; 360,000 tested, 0.35% active; Q9Y5X4;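 active = inhibition above the mean of all tested compounds plus 3 SD, cut at about 70% in these data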;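 note: 0% = DMSO with NR2E3 transfected cells and 100% = cells lacking NR2E3 construct; higher means lower luciferase signal from less NR2E3 corepressor binding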
MITF TRPM1 inh = inhibitors of MITF-driven TRPM1 promoter in melanoma cells; SK-MEL-5 TRPM1 promoter luciferase, 24 h; 330,000 tested, 0.83% active; inhibition, % at 12.5 µM;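 active = mean inhibition across replicates of 60% or more, whatever share of single replicates reaches that level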; note: values of inactives mirror those of a sister screen read the other way
Granule exo inh = lytic granule exocytosis inhibition; inhibition, % at 10 µM; 360,000 tested, 0.66% active; TALL-104 LAMP-1 surface exposure, flow cytometry; cells stimulated with thapsigargin and PMA;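 active = inhibition above about 55%, limit read from the data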
NR2E3 ag-2 = activates human photoreceptor nuclear receptor NR2E3 | GST-NR2E3/biotin-RetCOR TR-FRET, 1536-well | inhibition of corepressor binding, % at 4.78 µM | 320,000 tested, 0.12% active | AID 2300;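 active = percent inhibition above the cutoff of mean plus 3 SD of all tested compounds, set per screening campaign, cut at about 20% in these data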;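 note: 0% = DMSO wells and 100% = biotin wells as full block of FRET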
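System: GST-NR2E3 and biotin-RetCOR proteins; probe or stimulus: 7 nM biotin-RetCOR; doses: compound at 4.8 µM, single dose; schedule: Compound–protein incubation for 5 h at 4 °C; detection: time-resolved FRET; read-out: percent inhibition; controls: biotin wells as high control, 0.6% DMSO wells as low control; format: 1536-well plates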
iPSC survival up = increases survival of single human iPS cells; 360,000 tested, 0.044% active; AID 602274; survival enhancement, % at 20 µM; hiPSC single-cell survival, ATPlite luminescence; 100% = ROCK inhibitor wells, 0% = DMSO; in the data active = survival enhancement above about 18%;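 note: cells exposed to compounds for 16 hours before the ATP read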
aDG glyco up = alpha-DG glycosylation activation | Pro5-aDG cells, alpha-DG glycosylation AlphaScreen (IIH6); 0% Pro5, 100% B10-LARGE cell signal | activation, % at 10 µM | 360,000 tested, 0.22% active | AID 624168;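 active = activation of at least 8% versus controls, or a plate z-score of at least 8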;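 note: Pro5 are CHO cells carrying HIG-tagged alpha-DG that lacks glycosylation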
CaV13 ICDI inh = Primary screen for inhibitors of IQ motif and Ca2+-dependent inactivation inhibitor domain binding in CACNA1D, Förster resonance energy transfer in living cells, …; HEK cells, CFP/YFP FRET ICDI-IQ, plate reader, 10 min; percent FRET-ratio fall versus neutral wells; inhibition, % at 12.3 µM; 340,000 tested, 0.098% active; AID 743397;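 active = mean replicate inhibition of at least 30% and at least 1% of replicates passing that level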;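 note: 0% = median of the neutral control wells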
Active calls of the source: *; . = no result given. These rows are one share of the data; the hit share may differ from the screen's.

The opening two records as a preview:
SMILES | Vif imaging | Peg3 promoter | HIF-2a block | PDI inh | NR2E3 ag-1 | MITF TRPM1 inh | Granule exo inh | NR2E3 ag-2 | iPSC survival up | aDG glyco up | CaV13 ICDI inh
CN(C)P1(N(C)C)=NC(C(F)(F)F)=NC(C(F)(F)F)=N1 | -3 | -2 | -8 | -1 | 12 | 42 | -2 | 0 | 4.6 | -0.1 | 0
N/C(=N/[N+](=O)[O-])N1CCN(C(=O)Oc2ccc([N+](=O)[O-])cc2)CC1 | -12 | 2 | 10 | -1 | 18 | -16 | -3 | 3 | -0.1 | 0.3 | -5

The listing, previewed entries included:
SMILES | Vif imaging | Peg3 promoter | HIF-2a block | PDI inh | NR2E3 ag-1 | MITF TRPM1 inh | Granule exo inh | NR2E3 ag-2 | iPSC survival up | aDG glyco up | CaV13 ICDI inh
CN(C)P1(N(C)C)=NC(C(F)(F)F)=NC(C(F)(F)F)=N1 | -3 | -2 | -8 | -1 | 12 | 42 | -2 | 0 | 4.6 | -0.1 | 0
N/C(=N/[N+](=O)[O-])N1CCN(C(=O)Oc2ccc([N+](=O)[O-])cc2)CC1 | -12 | 2 | 10 | -1 | 18 | -16 | -3 | 3 | -0.1 | 0.3 | -5
Fc1cccc(-c2ccc3c(c2)CN(C(=S)NCCc2ccccc2)Cc2cnnn2-3)c1 | 2 | 24 | -1 | . | -6 | . | 5 | . | -1.4 | 0.0 | -4
COC(=O)C1=C(c2ccc(F)cc2F)C[C@@H]2CC[C@H]1N2C(=O)NCCCOC(C)C | -1 | -12 | 11 | 20 | -12 | -7 | 0 | 1 | 2.9 | -0.1 | -6
N#CC1=C(N)Oc2c(c(=O)sc3ccccc23)C1c1cccnc1 (stereo not given) | -6 | 23 | 19 | -4 | -32 | 17 | 3 | 0 | 0.6 | 0.1 | 0
N[C@@H](Cc1c[nH]c2ccccc12)c1nnc(SCc2ccc(F)cc2)o1 | 15 | 13 | -3 | 4 | -3 | -5 | 0 | . | -0.4 | -0.2 | -2
COc1ccc(-n2c(O)c(C(C)=NCCN3CCNCC3)c(=O)[nH]c2=O)cc1 | -6 | 2 | 15 | 0 | -32 | -2 | 2 | -4 | -0.6 | -0.5 | .
CC1N=C(c2ccccc2Cl)c2cc(Br)ccc2NC1=O (stereo not given) | -6 | 11 | 17 | -7 | -21 | 3 | -6 | -1 | -0.1 | 0.1 | -18
c1cncc(CNCCc2ccc3c(c2)OCO3)c1 | -5 | 30 | 11 | 7 | -4 | 7 | -3 | 1 | -0.4 | -0.1 | 10
CCN1C(=O)c2ccccc2Sc2ccc(C(=O)N3CCC4(CC3)OCCO4)cc21 | -1 | 2 | 1 | 9 | 12 | 6 | -2 | 3 | -0.5 | 0.0 | -8
COc1cc(CNCCc2c[nH]c3ccccc23)cc(OC)c1OC | . | -6 | 16 | 4 | -25 | . | -1 | . | -2.4 | -0.1 | -5
CC(=O)N(C)C1=Nc2ccc(Cl)cc2C(c2ccccc2)=[N+]([O-])C1 | 3 | 6 | -2 | -4 | -21 | -2 | 4 | . | -1.0 | 0.0 | -3

Just Vif imaging, CaV13 ICDI inh and aDG glyco up, for some of the entries so far:
Structure | Vif imaging | CaV13 ICDI inh | aDG glyco up
COC(=O)C1=C(c2ccc(F)cc2F)C[C@@H]2CC[C@H]1N2C(=O)NCCCOC(C)C | -1 | -6 | -0.1
N#CC1=C(N)Oc2c(c(=O)sc3ccccc23)C1c1cccnc1 (stereo not given) | -6 | 0 | 0.1
N[C@@H](Cc1c[nH]c2ccccc12)c1nnc(SCc2ccc(F)cc2)o1 | 15 | -2 | -0.2
COc1ccc(-n2c(O)c(C(C)=NCCN3CCNCC3)c(=O)[nH]c2=O)cc1 | -6 | . | -0.5
CC1N=C(c2ccccc2Cl)c2cc(Br)ccc2NC1=O (stereo not given) | -6 | -18 | 0.1
